AID inhibitor = blocks human AID cytidine deaminase activity. Potency, µM (doses to about 115 µM), inactives show at the highest dose activity change, negative = inhibition, actives largely listed as inhibitors. 91,000 tested, 0.32% active. AID deamination FRET fluorescence, UDG-coupled, 4 h; note: nearly all actives have a fitted effect of over 25% in size
Target sequence (Q9GZX7 whole entry, looked up): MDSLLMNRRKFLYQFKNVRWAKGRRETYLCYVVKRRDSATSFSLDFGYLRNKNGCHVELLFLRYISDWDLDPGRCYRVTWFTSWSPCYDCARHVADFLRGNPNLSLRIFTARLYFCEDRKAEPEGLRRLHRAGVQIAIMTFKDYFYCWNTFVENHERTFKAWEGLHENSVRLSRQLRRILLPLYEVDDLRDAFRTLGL
UDG counter = blocks uracil-DNA glycosylase in AID counter-screen; 91,000 tested, 0.14% active; AID 1347430; Potency, µM (top dose mostly 115 µM), for inactives: at the top dose activity change, negative = inhibition, most hits filed as inhibitors; FRET deamination/UDG coupled assay, UDG read, 4 h; note: nearly all actives have a fitted effect of over 65% in size
The depositor's hits bear a star; ? = inconclusive; [ ] = remark or other dose. Calls come from the whole dose curve; as a rule, active = well fitted curve in the direction sought with a large enough effect; inconclusive = small, poorly fitted or top-dose-only effect, or another doubt; inactive = no such curve, though single readings can be large; an effect the other way counts as inactive or inconclusive. % is set by controls: 0 for no effect and ±100 for the full control effect; potency is the fitted concentration of half-maximal effect. This is a subset (hit frequency here may not be typical).

SMILES | AID inhibitor | UDG counter
CN1/C(=C/C(=O)COC(=O)c2cc3c(s2)CCC3)C(C)(C)c2ccccc21 | -2% | -2%
CC(C)C(=O)N(Cc1ccc(-c2cccc(Cl)c2)o1)C1CCS(=O)(=O)C1 (stereo not drawn) | -3% | -2%
CCCCCCNc1ncnc2c1sc1nc(N3CCOCC3)c3c(c12)CCCC3 | -18% | -9%
CN(Cc1ccc(C(=O)NCC(F)(F)F)cc1)C(=O)CCc1ccccc1 | 1% | -3%
COc1cccc(-n2ccnc2SCC(=O)Nc2nc3ccc(C)cc3s2)c1 | ? | -10%
O=S(=O)(NCc1ccccc1Cn1cccn1)N1CCCCC1 | -1% | 0%
CCCSc1nc2c(c(=O)n(C)c(=O)n2C)n1C/C=C/c1ccccc1 | ? | -2%
Cc1ccc(/C(O)=C2\C(=O)C(=O)NC2c2ccc(Br)cc2)cc1 (stereo not drawn) | -8% | 6%
O=C(c1ccccc1)c1oc(-c2ccccc2)c(Cl)c1-c1ccccc1 | -10% | 0%
COc1ccc(NC(=O)c2c(NC(=O)C(F)(F)F)sc3c2CCCCC3)cc1 | 2% | -6%

An excerpt of these results, tab-delimited:
molecule	AID inhibitor	UDG counter
CCCCCCNc1ncnc2c1sc1nc(N3CCOCC3)c3c(c12)CCCC3	-18%	-9%
COc1ccc(NC(=O)c2c(NC(=O)C(F)(F)F)sc3c2CCCCC3)cc1	2%	-6%
CCCSc1nc2c(c(=O)n(C)c(=O)n2C)n1C/C=C/c1ccccc1	?	-2%
Cc1ccc(/C(O)=C2\C(=O)C(=O)NC2c2ccc(Br)cc2)cc1 (stereo not drawn)	-8%	6%
O=S(=O)(NCc1ccccc1Cn1cccn1)N1CCCCC1	-1%	0%

The list goes on.
SMILES | AID inhibitor | UDG counter
COc1cccc(-n2c(=O)c3sc4ccccc4c3n(CC(=O)Nc3ccccc3OC)c2=O)c1 | -4% | -8%
CC(OC(=O)c1ccc(C(N)=O)cc1)C(=O)NC12CC3CC(CC(C3)C1)C2 (stereo not drawn) | 2% | -1%
COc1ccc2c(c1)CCc1c(C(=O)Nc3c(C)nn(Cc4ccccc4C)c3C)noc1-2 | 62%[activator] | -8%
O=S(=O)(c1ccc(Cl)s1)N1CCC(n2c(C(F)(F)F)nc3cccnc32)CC1 | -9% | -24%
CSc1ccc(C)c(C(=O)NC2CCCCC2)c1 | -7% | -10%
CC(C)c1ccc(NC(=O)C2CCCN(S(=O)(=O)c3cccc4nsnc34)C2)cc1 (stereo not drawn) | 12% | -2%
CC(C)c1ccc(N2C(=O)CSC23C(=O)N(Cc2cccc(F)c2)c2ccccc23)cc1 (stereo not drawn) | 17% | 0%
Cc1ccc(-c2cc(C(=O)NCCC(c3ccccc3)c3ccccc3)c3ccccc3n2)cc1 | 3% | -2%
Cc1ccc(OCC(=O)Nc2nonc2-c2ccc(C)c(C)c2)cc1C | -1% | 19%
CN(Cc1ccc(F)cc1)S(=O)(=O)c1nnc(NC(=O)c2ccc(F)cc2)s1 | 7% | -15%
CCCC(=O)N1CCc2cc(OC)c(OC)cc2C1COc1ccc(C(=O)OC)cc1 (stereo not drawn) | -29% | -8%
COc1cc(C(=O)Nc2cc(C)c(O)c(-c3nc4cc(Cl)ccc4o3)c2)cc(OC)c1OC | 11% | 5%
C(#Cc1ccccc1)CSc1nc2ccccc2s1 | 0% | 15%
O=C(O)c1ccc(-c2ccc(CO)o2)cc1 | -2% | -4%
CCOC(=O)c1c(NC(=O)/C=C/c2ccc(Cl)cc2)sc2c1CCC(C)C2 (stereo not drawn) | 8% | 0%
O=C(CSc1ccc(-c2ccccn2)nn1)Nc1ccc(F)c(F)c1 | 7% | 2%
O=C(CCC1CCCC1)NCc1ccc(CN2CCCC2)cc1 | -7% | -3%
CCN1CCN(c2c(S(=O)(=O)c3ccc(C)c(C)c3)cnc3ccc(F)cc23)CC1 | 7% | -3%
Cc1cccc(NC(=O)c2ccc(F)c(S(=O)(=O)N3CCN(c4ccc(F)cc4)CC3)c2)c1 | 3% | -8%
CCOc1ccccc1C(=O)Nc1ccc(S(=O)(=O)N(Cc2ccccc2)c2ccccc2)cc1 | 24%[57.5 µM] | -1%[57.5 µM]
CCOC(=O)c1c(S(=O)(=O)N2CCCC(C(=O)N3CCN(c4cccc(C)c4C)CC3)C2)c(C)n(C)c1C (stereo not drawn) | ? | ?
COc1cc(C(=O)OCc2cc(=O)n3ccsc3n2)cc(OC)c1OC | ? | -30%
O=C(Nc1nnc(S(=O)(=O)N2CCCC2)s1)c1ccccc1F | 0% | -4%
O=C(Cc1c[nH]c2ccccc12)OC/C=C/c1ccccc1 | 5% | 7%
COc1ccc(OC)c(CCNC(=O)c2c(C)nn(-c3ccc(F)cc3)c2-n2cccc2)c1 | ? | -1%
CCCc1cc(=O)oc2cc(C)c3c(-c4ccccc4)c(C)oc3c12 | 11% | 43%[activator]
O=C(CS(=O)(=O)Cc1coc(-c2cccc(F)c2)n1)NC1CCCCCC1 | -6% | -3%
CCCCc1nn2c(=O)cc(COC(=O)c3cccc(OC)c3)nc2s1 | -21% | -15%
CCOC(=O)c1sc(N2C(=O)c3oc4ccc(F)cc4c(=O)c3C2c2ccc(O)cc2)nc1C (stereo not drawn) | -11% | 13%
CC(C)CNC(=O)NCC(=O)N1CCc2ccccc21 | -16% | -1%
COc1ccc(CNC(=O)c2cnn3c(C)c(Cc4c(F)cccc4Cl)c(C)nc23)cc1 | 35µM* | -17%
C=C(C)CNC(=S)N/N=C/c1ccsc1 | -1% | 1%
Cc1cccc(C(=O)NCCCN(C)CC(F)(F)F)n1 | 1% | -2%
COc1ccc(S(=O)(=O)N(C)C)cc1NC(=O)CSc1nnc2ccccn12 | 3% | 3%
O=C(O)c1cc(Cl)c(Br)c(Cl)c1 | -8% | -1%
CCOC(=O)c1ccc(NC(=O)CC2Sc3ccc(C(F)(F)F)cc3NC2=O)cc1 (stereo not drawn) | -6% | -8%
CC(C)c1ccc(C2c3c(-c4ccccc4O)n[nH]c3C(=O)N2Cc2ccncc2)cc1 (stereo not drawn) | -20% | 0%
CN(C(=O)COC(=O)c1ccc(F)cc1)c1ccccc1 | 2% | 0%
Cc1cc(C(=O)O)c(C)[nH]1 | 10% | 11%
CCCc1nnc(NC(=O)NCC(O)c2ccc(F)cc2)s1 (stereo not drawn) | -7% | 1%
CCOc1ccc(CNC(=O)C2CCN(C(=O)N3CC(CC)Oc4ccc(C)cc43)CC2)cc1OC (stereo not drawn) | -9% | -5%[57.5 µM]
Brc1ccc(-c2noc(/C=C/c3ccccc3)n2)cc1 | -10% | 5%
COc1ccc(CCC(=O)OCC(=O)c2cccc(Br)c2)cc1OC | 10% | -8%
Clc1cccc(-n2cc(-c3ccccc3)c3c(N4CCCCC4)ncnc32)c1 | -29% | 0%[57.5 µM]
COC(=O)c1cc2occc2n1CC(=O)Nc1ccc(C)cc1Cl | 13% | -7%
Cc1ccc(N)c2cccnc12 | 7% | -5%
Cc1onc(-c2c(F)cccc2Cl)c1C(=O)OCC(=O)C(C)(C)C | -1% | -4%
COCCn1c(SCC(=O)c2cc(C)n(C)c2C)nnc1-c1ccc(Cl)cc1 | 2% | -2%
O=C(NCc1ccccc1Cl)C1CCCN(C(=O)c2cnn(-c3ccc(F)cc3)c2-n2cccc2)C1 (stereo not drawn) | ? | -17%
Cc1oc(-c2nc(C#N)c(N(C)C)o2)cc1S(=O)(=O)N(C)Cc1ccccc1 | -7% | 3%
The listing continues:
SMILES | AID inhibitor | UDG counter
COc1cc(NC(=O)c2cc3ccccn3n2)cc(OC)c1OC | 19% | 23%
COc1ccc(-c2nc(CS(=O)CC(=O)NCCc3ccccc3)c(C)o2)cc1OC (stereo not drawn) | -14% | 3%
O=C(Nc1ccc2c(c1)OCO2)c1cc(-c2ccc(Br)cc2)on1 | 107%[activator][57.5 µM] | -6%[57.5 µM]
CCc1ccc(NC(=O)C2(c3cccs3)CCOCC2)cc1 | 10% | ?
CC(C(=O)Nc1cc(C(F)(F)F)ccc1Cl)n1nnc2sc3c(c2c1=O)CCCC3 (stereo not drawn) | 8% | ?
CCOc1ccccc1NC(=O)C1CCCN1C(=O)C12CC3CC(CC(C3)C1)C2 (stereo not drawn) | -5% | -3%
CCOc1ccc(C2C(C(=O)Nc3ccccc3C)=C(C)Nc3nnnn32)cc1 (stereo not drawn) | -15%[57.5 µM] | -17%[57.5 µM]
COc1ccc(-c2noc(COc3cc(C)c(Br)c(C)c3)n2)cc1OC | 7% | -8%
CCn1c(CSc2n[nH]c(-c3ccc(OC)cc3)n2)nc2cc(S(=O)(=O)N(C)C)ccc21 | 0% | -8%
CC1CCc2nc(/C(C#N)=C\c3ccco3)sc2C1 (stereo not drawn) | 44%[activator] | -5%
CC(C)C(OC(=O)/C=C/c1ccc(C(F)(F)F)cc1)C(=O)NC(N)=O (stereo not drawn) | 5% | 4%
COc1ccc(CCNC(=O)C(C)n2nc(C)c3sc4ccccc4c3c2=O)c(OC)c1 (stereo not drawn) | -14% | -12%
O=C(CSCc1ccccc1)c1ccc[nH]1 | -2% | -6%
Cc1ccccc1-c1nnc(SCC(=O)Nc2nncs2)n1C | 6% | 1%
CCc1cccc(NC(=O)C2CCCN2S(=O)(=O)c2ccc3c(c2)n(C)c(=O)c(=O)n3C)c1 (stereo not drawn) | 10% | -8%
CCCCn1cc(S(=O)(=O)c2ccc(OC)cc2)c(=O)c2cc(F)c(N3CCCC3)cc21 | -9% | 35%[activator]
CN1CCC/C1=C\C(=O)c1ccccc1 | 1% | 7%
N#Cc1ccccc1Sc1ccccc1C(=O)OCC(=O)c1ccc2c(c1)OCCO2 | 15% | -8%
COc1ccccc1-c1noc(CSc2nc(C3CC3)n(-c3ccccc3)n2)n1 | -8% | 0%
CCn1c(SCc2ccccc2)nnc1-c1nonc1NC(C)=O | -6% | -4%
CC(=O)Nc1ccc(NC(=O)CCn2cnc3c2c(=O)n(C)c(=O)n3C)cc1 | 2% | -1%
CCOc1ccccc1NC(=O)C(C)Sc1nc(-c2ccccc2)c(C#N)c(=O)[nH]1 (stereo not drawn) | 35µM* | 7%
Cc1ccc(S(=O)(=O)Nc2nc3n(n2)C(c2ccccc2Cl)C=C(c2ccccc2)N3)cc1 (stereo not drawn) | ? | 1%
Cc1sc(C)c(CNc2ccccc2)c1CNc1ccccc1 | 49%[activator] | -6%
CCCCN(CC)CCCNC(=O)C1CCCN(c2ncnc3c2nc2n3CCCCC2)C1 (stereo not drawn) | -11%[57.5 µM] | -6%[57.5 µM]
CCCCn1c(=N)c(C(=O)NC2CCCCC2)cc2c(=O)n3cccc(C)c3nc21 | -1%[57.5 µM] | -8%[57.5 µM]
COc1cc(C(=O)N2CCC(N3CCCCC3)CC2)cc(OC)c1C | 1% | -5%
CCSc1nnc2c(n1)OC(c1ccc(OC)cc1OC)N(C(C)=O)c1ccccc1-2 (stereo not drawn) | 2% | 14%
CCCS(=O)(=O)Nc1cc(-c2cn3cccc(C)c3n2)ccc1C | 7% | ?
FC(F)(F)c1ccc2c(c1)nc(-c1ccc(Cl)cc1)c1nccn12 | -5% | -2%
Cn1cnc2c1c(=O)n(CC(=O)NCc1cccc(Cl)c1)c(=O)n2C | -12% | -3%
CCc1cc(=O)oc2cc(C)cc(OC(C)C(=O)NCCCN3CCOCC3)c12 (stereo not drawn) | 6% | -5%
O=C(CSc1cn(Cc2ccc(F)cc2)c2ccccc12)N1CCCc2ccccc21 | -5% | 2%
CCOC(=O)C(CC)n1nc(C)c2c(C)n(-c3ccc(C)cc3)nc2c1=O (stereo not drawn) | 5% | -11%
O=C(CSCc1ccc([N+](=O)[O-])cc1)N/N=C/c1ccco1 | 1% | 1%
Cc1ccccc1CNC(=O)Cn1ccc2cc(S(=O)(=O)N3CCCCC3)ccc21 | 4% | -19%[57.5 µM]
O=c1[nH]c(N2CCOCC2)nc2nccc(-c3ccc(OCc4ccccc4)cc3)c12 | 7% | 1%
O=C(COC(=O)CCC(=O)c1ccc(Cl)cc1)NC1CCCCCCC1 | -12% | 2%
CCOc1ccccc1CNC(=O)C1CCN(S(=O)(=O)c2ccc3[nH]c(=O)ccc3c2)CC1 | -27% | -6%
COc1ccc(C)cc1Nc1nc(N)c(C(=O)c2ccc(Br)cc2)s1 | 2% | 3%
O=C(NCCCN1CCCC1)c1ccc(-c2ccccc2)cc1 | -6% | 3%
O=C(Nc1cc(F)ccc1F)c1ccc(CN2CC(=O)N3CCCCC3C2=O)cc1 (stereo not drawn) | 0% | -4%
CC(=O)NC12CC3CC(C1)CC(C(=O)NCCCC1CCCC1)(C3)C2 | 1% | -6%
CCn1c2ccccc2c2cc(NC(=O)COc3ccc(C)c(C)c3)ccc21 | -7% | -6%
O=C(NCc1ccc(Cl)cc1)C1CCN(c2ncnc3c2nc2n3CCCCC2)CC1 | 0% | 7%
CC(C)CCNC(=S)Nc1ccc(Cl)cc1Cl | -4% | 4%

Part of the list above, reformatted.
| smiles | AID inhibitor | UDG counter |
| --- | --- | --- |
| COc1cccc(-n2c(=O)c3sc4ccccc4c3n(CC(=O)Nc3ccccc3OC)c2=O)c1 | -4% | -8% |
| CC(OC(=O)c1ccc(C(N)=O)cc1)C(=O)NC12CC3CC(CC(C3)C1)C2 (stereo not drawn) | 2% | -1% |
| COc1ccc2c(c1)CCc1c(C(=O)Nc3c(C)nn(Cc4ccccc4C)c3C)noc1-2 | 62%[activator] | -8% |
| O=S(=O)(c1ccc(Cl)s1)N1CCC(n2c(C(F)(F)F)nc3cccnc32)CC1 | -9% | -24% |
| CSc1ccc(C)c(C(=O)NC2CCCCC2)c1 | -7% | -10% |
| CC(C)c1ccc(NC(=O)C2CCCN(S(=O)(=O)c3cccc4nsnc34)C2)cc1 (stereo not drawn) | 12% | -2% |
